# High-throughput results from PubChem.
# DAX1 inh-1: inhibitors of human orphan nuclear receptor DAX1 (NR0B1); HEK293 Gal4-DAX1 luciferase reporter, luminescence; inhibition, % at 6.75 µM; hit rate 0.99% among 340,000; AID 504766;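 active = inhibition above the mean over all tested compounds plus 3 SD, cut at about 4.2% in these data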;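 also: 0% = DAX1-transfected cells with DMSO and 100% = empty-vector control cells with DMSO; inhibition shows as a rise in luminescence from relieved DAX1 repression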
# SMARCA2 act: SMARCA2 function activation, primary screen; MG213 cells, MMTV-luciferase reporter, dexamethasone, overnight; activation, % at 9.1 µM; hit rate 1% among 370,000; AID 652017; in the data active = activation above about 7.8%;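 also: 0% = vehicle wells and 100% = reference activator wells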
# GC-B act: GC-B (human) receptor activation. activation, % at 10 µM. hit rate 0.11% among 370,000. HEK293-GC-B cells, CNP EC30, cGMP TR-FRET; 0% at EC30 CNP, 100% saturating CNP. P20594;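 active = activation at 10 µM reaching about 35% in either raw or pattern-adjusted values, limit read from the data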
# hgDAF12 agonist: agonists of H. glycines DAF-12 nuclear receptor | HEK293 GAL4-hgDAF12 UAS-luciferase reporter, agonist luminescence; normalized to butyrate control | hit rate 1.8% among 370,000 | activation, % at 6.8 µM | AID 687014;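 active = activation above a cutoff set at the mean of all screened compounds plus 3 SD, cut at about 10% in these data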;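 also: 0% = DMSO wells and 100% = sodium butyrate wells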
# HGIII-sPLA2 inh: Blocks human group III sPLA2 activity; hit rate 0.56% among 370,000; AID 743126; QFRET BODIPY PC-A2 liposome hydrolysis, fluorescence; inhibition, % at 12.2 µM;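 active = inhibition above mean plus 3 SD of compounds lying within the high and low control bounds, cut at about 19% in these data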;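 also: 0% = median of test compound wells and 100% = no enzyme DMSO wells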
# ADAM10 inh: inhibitors of human ADAM10; recombinant ADAM10, EDANS/DABCYL FRET peptide cleavage, 3 h; inhibition, % at 7 µM; hit rate 0.62% among 370,000; AID 720582;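 active = inhibition above a per-campaign cutoff equal to the mean of compounds falling between control-based bounds plus 3 SD, cut at about 20% in these data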;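 also: 0% = DMSO wells while the 100% control is not disclosed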
# ssDAF12 agonist: activates DAF-12 receptor from parasite S. stercoralis. HEK293 ssDAF-12/GRIP1 lit1-tk-luc reporter, luminescence; % of 3 µM dafachronic acid response. activation, % at 6.8 µM. hit rate 1% among 370,000;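 active = activation above the mean over all tested compounds plus 3 SD, cut at about 0.9% in these data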;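 also: 0% = DMSO-only wells and 100% = 3 µM delta7-dafachronic acid wells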
# DAX1 inh-2: blocks DAX1 repression of SF-1 activated StAR promoter; HEK293T StAR-luciferase reporter, SF-1/DAX-1 repression relief; AID 652010; inhibition, % at 6.8 µM; hit rate 1.1% among 370,000;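 active = inhibition above the mean over all tested compounds plus 3 SD, cut at about 3.6% in these data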;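 also: 0% = DAX-1 cells with DMSO and 100% = cells lacking DAX-1 with DMSO; higher inhibition means more luminescence from relief of DAX-1 repression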
# FXN GAA850 act: activators of GAA850 frataxin (FXN) promoter. HEK293 lucGAA850 FXN promoter luciferase reporter, 24 h; percent of 10 µM SAHA response. activation, % at 6 µM. hit rate 0.56% among 360,000;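 active = activation above the average of all compounds screened plus 3 SD, cutoff fixed separately per campaign, cut at about 7.5% in these data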;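 also: 0% = DMSO wells and 100% = 10 µM SAHA wells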
# NPR1 activator: GC-A (human) enzyme activation; HEK293 GC-A cells, cGMP TR-FRET, EC30 ANP; 0% at EC30 ANP, 100% saturating ANP; activation, % at 10 µM; hit rate 0.14% among 370,000; in the data active = activation above about 40%
# Target sequence (P16066 whole entry, looked up): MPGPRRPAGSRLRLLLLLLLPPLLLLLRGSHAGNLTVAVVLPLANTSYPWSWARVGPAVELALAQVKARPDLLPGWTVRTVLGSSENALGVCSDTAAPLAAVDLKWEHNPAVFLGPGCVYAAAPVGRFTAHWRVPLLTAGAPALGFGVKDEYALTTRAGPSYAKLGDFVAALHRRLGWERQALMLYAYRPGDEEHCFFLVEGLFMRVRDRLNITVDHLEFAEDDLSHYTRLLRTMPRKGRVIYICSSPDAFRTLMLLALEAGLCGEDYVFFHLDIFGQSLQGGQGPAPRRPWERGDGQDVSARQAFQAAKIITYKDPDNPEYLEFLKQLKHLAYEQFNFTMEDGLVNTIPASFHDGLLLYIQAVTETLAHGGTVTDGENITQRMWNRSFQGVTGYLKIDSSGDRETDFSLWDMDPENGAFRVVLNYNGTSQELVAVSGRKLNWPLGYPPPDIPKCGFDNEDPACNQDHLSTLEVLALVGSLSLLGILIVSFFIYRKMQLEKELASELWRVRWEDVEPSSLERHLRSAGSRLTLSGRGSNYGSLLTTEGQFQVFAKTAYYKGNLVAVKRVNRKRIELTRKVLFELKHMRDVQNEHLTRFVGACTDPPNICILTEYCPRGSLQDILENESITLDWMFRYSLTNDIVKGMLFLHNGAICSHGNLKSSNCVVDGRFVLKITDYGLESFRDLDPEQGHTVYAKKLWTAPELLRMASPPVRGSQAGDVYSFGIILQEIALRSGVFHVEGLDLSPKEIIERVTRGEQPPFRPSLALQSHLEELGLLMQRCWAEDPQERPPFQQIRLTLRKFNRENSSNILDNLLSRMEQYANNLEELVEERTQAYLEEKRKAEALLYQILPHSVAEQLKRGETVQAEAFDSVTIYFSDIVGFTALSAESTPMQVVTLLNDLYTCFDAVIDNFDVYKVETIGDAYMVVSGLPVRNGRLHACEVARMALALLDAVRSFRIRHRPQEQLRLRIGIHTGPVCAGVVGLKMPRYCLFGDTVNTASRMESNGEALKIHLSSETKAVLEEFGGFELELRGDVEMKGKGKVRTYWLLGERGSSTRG
# hcDAF-12 act: activators of H. contortus DAF-12 nuclear receptor; HEK293 hcDAF-12 lit1-tk-luc reporter, luminescence; 0% DMSO, 100% Δ7-dafachronic acid; activation, % at 6.8 µM; hit rate 1.4% among 370,000; AID 652067;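 active = activation above the mean of all tested compounds plus 3 SD, cut at about 5.5% in these data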;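 also: 100% = response to 3 µM Δ7-dafachronic acid high control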
# Active calls of the source: *; . = not tested or not shown.
SMILES,DAX1 inh-1,SMARCA2 act,GC-B act,hgDAF12 agonist,HGIII-sPLA2 inh,ADAM10 inh,ssDAF12 agonist,DAX1 inh-2,FXN GAA850 act,NPR1 activator,hcDAF-12 act
Cc1ccc(NC(=O)C2CCN(C(=O)c3ccco3)CC2)cc1C,-0.8,-1,4,-1.2,-4,-4,-1.6,-0.2,1.3,3,-3.7
Nc1ccc2c(c1)Cc1cc([N+](=O)[O-])ccc1-2,0.7,3,-6,10,8,-4,-1.3,-0.5,6.6,11,2.6
COc1cccc(NC(=O)COc2coc(CN3CCc4ccccc4C3)cc2=O)c1,1.3,-4,1,2.5,-11,-5,-0.7,0.1,0.9,1,-1.8
CC1(C)Cc2c(cnn2-c2cccc(F)c2)C(NC(=O)c2ccc[n+]([O-])c2)C1 (stereo unspecified),0.6,-1,3,-3.6,7,-12,-1.0,2.2,4.6,-1,-1.3
CC(C)(C)c1ccc(C(=O)NCCN2CCOCC2)cc1,1.0,3,2,2.2,11,-10,-0.3,-0.3,0.8,3,-0.9
Nc1c(C(=O)Nc2ccccc2Cl)nnn1-c1ccc2c(c1)OCCO2,1.5,2,-7,4.6,-8,2,-1.1,0.8,2.2,1,0.0
CC12CCC(c3c(C(=O)O)nn(-c4ccc(F)cc4)c31)C2(C)C (stereo unspecified),-0.6,-1,-3,3.3,-1,5,-1.6,-0.5,-0.4,0,-1.3
COc1cc(/C=C/C(=O)OCC(=O)N2c3ccccc3CC2C)cc(OC)c1OC (stereo unspecified),0.2,1,-2,-0.8,-1,-124,-1.8,-2.2,-1.2,-1,-2.1
COCCSc1nnc(NS(=O)(=O)c2ccccc2)s1,-0.5,0,4,-1.5,-4,-2,-1.4,0.7,0.8,2,0.4
CSc1ccc(Cl)c(C(=O)OCC(=O)N(C)CCC#N)c1,-0.4,0,-1,1.6,-3,-30,-1.5,-0.3,1.3,2,-0.3
Cc1cccc(-n2nnnc2SCC(=O)NCC2(N3CCOCC3)CCCCC2)c1C,-0.6,-3,2,1.4,-5,-3,-0.7,0.8,-2.5,-3,1.6
COc1ccc2oc(=O)c(/C(C)=N/Nc3ccccc3)cc2c1,-0.5,1,5,-0.7,-7,-32,-0.9,-0.5,0.7,7,-0.6
CCOc1ccccc1NC(=O)NCCC1=CCCCC1,-1.0,-3,-1,0.2,5,-7,-1.9,-0.7,0.7,1,-3.0
O=C(O)CC(c1cccc([N+](=O)[O-])c1)N1Cc2ccccc2C1=O (stereo unspecified),0.5,2,1,2.9,-1,5,-0.4,0.3,0.0,-1,-1.1
COc1ccc(Br)cc1/C=C/C(=O)Nc1c(C)cccc1C,-1.0,-4,28,-1.6,-2,-7,-2.0,-1.0,-1.1,17,-1.1

# Structures listed so far with a nitro group on carbon:
SMILES,DAX1 inh-1,SMARCA2 act,GC-B act,hgDAF12 agonist,HGIII-sPLA2 inh,ADAM10 inh,ssDAF12 agonist,DAX1 inh-2,FXN GAA850 act,NPR1 activator,hcDAF-12 act
Nc1ccc2c(c1)Cc1cc([N+](=O)[O-])ccc1-2,0.7,3,-6,10,8,-4,-1.3,-0.5,6.6,11,2.6
O=C(O)CC(c1cccc([N+](=O)[O-])c1)N1Cc2ccccc2C1=O (stereo unspecified),0.5,2,1,2.9,-1,5,-0.4,0.3,0.0,-1,-1.1

# Next section.
SMILES,DAX1 inh-1,SMARCA2 act,GC-B act,hgDAF12 agonist,HGIII-sPLA2 inh,ADAM10 inh,ssDAF12 agonist,DAX1 inh-2,FXN GAA850 act,NPR1 activator,hcDAF-12 act
CC(C)(C)n1nnnc1C(c1ccc(C(F)(F)F)cc1)N(Cc1ccc(F)cc1)Cc1ccco1 (stereo unspecified),-0.2,0,6,1.6,12,-1,-0.9,-0.2,8.7*,-4,-1.6
COc1cc(/C=C/C(=O)O)cc(S(=O)(=O)Nc2ccccc2C(=O)NCCc2ccccc2)c1OC,-0.3,0,1,3.5,1,-14,-0.8,0.7,3.6,2,2.3
CC1CCCCC1NC(=O)CCCCCn1c(=S)[nH]c2ccccc2c1=O (stereo unspecified),-0.9,1,-6,0.3,2,2,-1.9,-1.6,-1.2,-2,-0.8
O=C(Nc1ccn(CCCN2CCN(c3ccccn3)CC2)c(=O)n1)OCc1ccccc1,-0.7,-3,-1,-2.6,-1,0,-0.7,-2.2,-0.1,1,-2.6
COc1ccc(NC(=O)C(OC(=O)Cn2cnc3c2c(=O)n(C)c(=O)n3C)c2ccccc2)cc1Cl (stereo unspecified),1.1,0,-1,1.4,-4,-7,-1.8,0.0,0.7,-1,-0.4
CCOc1ccc(N2CC(C(=O)N3CCN(C(=O)c4ccco4)CC3)CC2=O)cc1 (stereo unspecified),-0.4,-3,6,0.6,2,1,-1.2,-0.1,-0.6,-5,-1.2
COC(=O)CC1SC(=O)NC1=Nc1cccc(C)c1 (stereo unspecified),-0.1,3,-5,3.9,-15,-3,-1.2,-0.3,0.3,3,-1.2
CCOc1cc2[nH]c(=S)n(CCCN3CCCC3=O)c(=O)c2cc1OCC,-0.7,4,-6,-1.7,3,3,-1.3,-1.0,4.8,3,0.4
O=C(O)C(Cc1ccc(O)cc1)N1C(=O)c2ccccc2C1=O (stereo unspecified),0.0,-1,2,-0.2,2,3,-0.6,-0.3,-0.7,4,0.9
CCOc1ccc(NC(=O)c2nc(SCC)ncc2Cl)cc1,-0.1,-5,-7,0.2,8,3,-1.0,0.0,3.2,-1,-1.0
Cc1ccc2ccc(S(=O)(=O)NCc3ccccn3)cc2c1,-0.7,-2,2,0.8,0,-1,-1.0,-0.1,2.0,-2,-0.4
CCOC(=O)c1c(N)c(C#N)cn1-c1ccccc1,-0.2,1,5,-1.2,-2,-5,0.1,0.4,3.7,4,-0.5
Cc1cccc(-c2ccc3c(c2)C2CC3CCN2Cc2ccc3c(c2)OCO3)c1 (stereo unspecified),-0.6,-5,4,-0.4,6,-15,-0.2,4.0*,-0.1,2,-1.2
Cc1cc(OC(C)C(=O)NCc2cccnc2)c2c(C)c(Cc3ccccc3)c(=O)oc2c1 (stereo unspecified),0.5,1,9,1.2,0,-71,-1.2,-0.1,-0.8,6,1.2
Cn1cc(S(=O)(=O)NC2CCCC2)c(=O)n(C)c1=O,0.3,-1,7,-0.5,5,-5,-1.8,0.0,0.1,-1,-1.3
COCCn1c(-c2ccc(Br)cc2)nc2oc3cc(OC)ccc3c(=O)c2c1=O,.,1,-5,-0.1,-8,-2,-0.9,-0.3,-3.3,-3,-0.2
Cc1ccccc1-n1c(C)c(C#N)c(=O)c(-[n+]2ccccc2)c1[S-],0.2,0,0,-3.1,-2,0,-1.2,0.1,1.8,1,0.8
O=C(C1CCN(S(=O)(=O)c2cccs2)CC1)N1CCN(c2ccccc2O)CC1,-0.1,-1,4,-1.6,-5,-7,-1.8,-0.5,3.6,4,-0.6
COc1nc(=O)n(C2CCCO2)cc1C (stereo unspecified),-0.4,-3,1,-0.1,10,-7,-1.4,-0.7,1.9,2,0.9
O=C(C1CCN(C2CCN(Cc3ccc4cc(F)ccc4n3)CC2)CC1)N1CCCC1,0.0,1,2,-2.6,2,-4,0.1,-0.7,0.5,-2,1.1
CCSc1nnc(NC(=O)CSc2nnc(CNC(=O)c3ccc(OC)c(OC)c3)o2)s1,0.8,-3,3,0.6,7,2,-0.3,0.1,2.2,4,-0.3
COCCC(=O)N1CCC(Oc2ccc(C(=O)N3C[C@@H](C)O[C@@H](C)C3)cc2)CC1,1.0,4,2,0.7,-3,-4,-1.1,-0.4,-1.1,3,-1.2
CCN(C(=O)CSc1nc2ccccc2[nH]1)C1CCS(=O)(=O)C1 (stereo unspecified),-0.9,0,4,-1.4,9,-9,-0.9,-0.6,-0.3,1,-2.3
CC(C)CN(C(=O)CSc1nnc(-c2cccs2)n1C1CC1)C1CCS(=O)(=O)C1 (stereo unspecified),0.3,0,0,-2.6,0,3,-1.4,-0.4,-0.3,3,0.1
COC(=O)c1cccc(Nc2ncnc3ccc(C)cc23)c1,0.1,1,2,0.7,2,-20,-1.9,-0.1,-2.9,5,-0.4
Cc1nc2ccccc2c2oc(C(=O)NCCN3CCCCC3C)cc12 (stereo unspecified),-0.1,0,-2,4.0,0,-10,-0.9,1.3,2.7,5,-0.4
Cc1nc2ncnn2c(Nc2ccc3c(c2)OCO3)c1Cc1ccccc1,0.5,-4,2,-2.3,2,7,-0.9,-0.9,-0.7,-1,-1.7
O=[N+]([O-])c1cc(S(=O)(=O)NCCN2CCOCC2)ccc1Cl,-0.1,0,4,1.1,3,12,-0.4,0.1,-1.6,1,-2.3
Cc1nnc(SCC(=O)c2c(N)n(C)c(=O)n(C)c2=O)n1Cc1ccccc1,-0.3,1,-3,2.8,-1,13,-0.2,-0.7,-0.8,3,-2.6
O=C1NC(c2cccnc2)C(C(=O)c2cccs2)C(O)(C(F)(F)F)N1 (stereo unspecified),1.0,0,2,-2.9,6,-11,-0.6,-0.1,-0.4,3,0.1
OC(CNCc1ccco1)Cn1c2ccccc2c2ccccc21 (stereo unspecified),1.4,-2,-18,-0.2,-24,8,-1.8,-0.5,0.1,-11,-0.8
COc1ccc(OC)c(S(=O)(=O)NC(C)c2cnn(-c3ccccn3)c2C)c1 (stereo unspecified),-0.2,-1,-3,3.5,9,-10,-0.1,1.5,-2.0,4,-0.8
CCC(C)NC(=O)CSc1nc2cc(S(=O)(=O)N3CCOCC3)ccc2n1CC (stereo unspecified),0.0,-1,-1,0.1,9,-6,-1.1,-0.5,-0.6,1,0.4
O=C1[C@@H]2Cc3c([nH]c4ccccc34)C(c3cccc(Br)c3)N2C(=O)CN1C1CCN(Cc2ccccc2)CC1 (stereo partly specified),0.8,-5,-4,0.0,-28,19,0.0,-0.1,-0.2,-4,5.3
O=C(COc1c(Cl)cccc1Cl)Nc1ccccc1N1CCCC1,0.7,0,2,0.3,-3,5,-0.7,0.4,2.7,-2,-1.6
CC(OC(=O)CCc1ccccc1)C(=O)Nc1ccc(Cl)cn1 (stereo unspecified),0.2,0,4,2.2,4,-3,-1.1,-0.4,0.2,1,2.0
Cc1nc(C)n(CC(C)C(=O)N2CCN(S(=O)(=O)c3ccc(Cl)cc3)CC2)n1 (stereo unspecified),-1.2,-2,3,0.7,6,-7,-0.9,-0.3,1.0,1,-2.9
CC(C)(C)NC(=S)NCc1cccnc1,1.5,0,-1,0.2,1,3,-0.7,-0.1,-0.6,-2,-0.8
CC(C)COC(=O)N(C)C[C@H]1OCc2cnnn2CCCC(=O)N([C@H](C)CO)C[C@@H]1C,-0.1,-1,0,0.4,-1,4,-1.2,0.3,-0.5,1,-0.7
Cc1cccc2cc(C#N)c(SCc3nnc(-c4ccccc4[N+](=O)[O-])o3)nc12,0.7,-2,-4,-0.1,5,-5,-1.8,0.0,2.6,0,2.2
CO/N=C/c1ccc(Oc2ccc(C)cc2)c([N+](=O)[O-])c1,-0.1,2,0,4.2,1,6,-0.4,-0.3,2.6,-1,-0.5
Cc1ccc2[nH]c(=O)c(CNC(C)C)cc2c1,0.8,0,-7,1.8,2,-57,-0.9,1.0,0.4,3,1.0
